SENP8 inh – human SENP8 protease inhibitors, primary screen, biochemical, fluorescence, Nedd8 protein substrate, uHTS | Sentrin-specific protease 8 (Homo sapiens), Q96LD8 | recombinant SENP8 | inhibition, % at 20 µM | 360,000 compounds, 0.64% hits; in the data active = inhibition mostly above about 40%, no sharp cut-off; inactive = mostly below about 27%
Target sequence (Q96LD8 whole entry, looked up): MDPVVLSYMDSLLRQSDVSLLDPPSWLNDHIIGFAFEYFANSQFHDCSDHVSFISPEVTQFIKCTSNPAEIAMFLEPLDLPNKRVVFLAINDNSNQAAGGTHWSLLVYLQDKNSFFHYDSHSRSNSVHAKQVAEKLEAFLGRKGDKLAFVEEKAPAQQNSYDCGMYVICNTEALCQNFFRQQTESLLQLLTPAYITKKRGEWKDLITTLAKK
hIAP act – human IAP activators, primary screen, biochemical, luminescence, uHTS; purified human IAP, CDP-Star luminescence, 30 min; active compounds read high; 1 = vehicle-only enzyme, 0 = enzyme-free background; activation factor at 10 µM; 330,000 compounds, 0.16% hits;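 active = activation factor of the enzyme at least 2-fold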; also: the source names both 10 and 20 µM as test concentration; values of inactives mirror those of a sister screen read the other way
ATG4B inhibitor – ATG4B protease inhibitors, primary screen, biochemical, fluorescence, uHTS | Cysteine protease ATG4B (Homo sapiens), Q9Y4P1 | ATG4B cleavage of LC3-PLA2, NBD-HPC fluorescence, 1 h | inhibition, % at 8.33 µM | 340,000 compounds, 0.51% hits | AID 504462, 2011; in the data active = inhibition above about 40%
MPTP inh – mitochondrial permeability transition pore inhibitors, primary screen, biochemical, isolated mouse mitochondria, absorbance | Ca2+ swelling absorbance, 30 min | AID 602449, 2012 | 360,000 compounds, 1.4% hits | inhibition, % at 10 µM;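 active = inhibition of 50% or more, scaled per plate between neutral and stimulator controls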;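 also: 0% = DMSO wells given calcium and 100% = 1 mM EGTA wells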
SENP6 inh – SENP6 protease inhibitors, primary screen, biochemical, luminescence, uHTS; Sentrin-specific protease 6 (Homo sapiens), Q9GZR1; Recombinant SENP6 catalytic domain, aminoluciferin luminescence; inhibition, % at 10 µM; 330,000 compounds, 1.8% hits; AID 2599, 2010;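 active = inhibition above about 50% at the single tested dose, limit read from the data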;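 also: plate controls were DMSO wells with enzyme for no effect and DMSO wells lacking enzyme for full effect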
Target sequence (Q9GZR1 628-1112 limits assumed): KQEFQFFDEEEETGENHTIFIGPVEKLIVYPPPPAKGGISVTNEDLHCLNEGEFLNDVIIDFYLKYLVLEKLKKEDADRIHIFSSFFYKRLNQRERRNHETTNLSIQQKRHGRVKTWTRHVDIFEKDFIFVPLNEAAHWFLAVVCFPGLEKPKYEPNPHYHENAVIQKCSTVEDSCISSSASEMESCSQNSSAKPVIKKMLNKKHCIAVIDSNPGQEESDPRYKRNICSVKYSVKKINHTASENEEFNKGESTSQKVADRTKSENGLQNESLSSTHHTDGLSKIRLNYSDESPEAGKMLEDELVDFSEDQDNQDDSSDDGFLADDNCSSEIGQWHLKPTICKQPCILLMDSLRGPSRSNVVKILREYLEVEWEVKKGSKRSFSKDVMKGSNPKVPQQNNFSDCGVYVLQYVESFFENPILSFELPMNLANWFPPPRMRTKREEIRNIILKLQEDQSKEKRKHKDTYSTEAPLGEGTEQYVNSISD
SENP1 inh – human SENP1 catalytic domain inhibitors, primary screen, biochemical, FRET, uHTS | Sentrin-specific protease 1 (Homo sapiens), Q9P0U3 | recombinant SENP1 catalytic domain, CyPet-SUMO1-YPet FRET cleavage | inhibition, % at 10 µM | 360,000 compounds, 0.21% hits;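 active = inhibition at least 30% at 10 µM, raw YFP signal under a set limit, fluorescence ratio 0.5 to 1.5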;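 also: 0% = enzyme with DMSO and 100% = no enzyme wells; some results filed as inactive read as strong as hits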
Target sequence (Q9P0U3 419-644 limits assumed): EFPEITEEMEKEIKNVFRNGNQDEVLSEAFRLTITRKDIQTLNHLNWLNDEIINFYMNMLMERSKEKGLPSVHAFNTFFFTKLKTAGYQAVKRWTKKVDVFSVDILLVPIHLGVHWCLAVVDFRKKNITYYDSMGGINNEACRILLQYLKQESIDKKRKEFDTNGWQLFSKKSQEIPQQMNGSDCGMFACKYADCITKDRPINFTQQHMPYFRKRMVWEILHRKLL
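Controls: no-enzyme wells low, DMSO-plus-enzyme wells high control. Test system: human recombinant His6-tagged SENP1 catalytic domain enzyme. Reagent: SFCypet-SUMO1-SFYpet FRET protein substrate, 25 nM final. Doses: one dose per compound, 10 µM, 0.5% DMSO. Detection: FRET, CFP and YFP emission. Timing: 50 min reaction at room temperature.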
PfGluPho inh – PfG6PD enzyme inhibitors, primary screen, biochemical, fluorescence intensity, uHTS; glucose-6-phosphate dehydrogenase-6-phosphogluconolactonase (Plasmodium falciparum 3D7); PfGluPho enzyme, NADPH resazurin-diaphorase fluorescence; inhibition, % at 20 µM; 350,000 compounds, 0.78% hits;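 active = inhibition reaching at least a set limit at 20 µM in the primary screen, cut at about 59% in these data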;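 also: 0% = DMSO wells with substrate and 100% = DMSO wells lacking glucose-6-phosphate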
GRIN3A LBD mod – binders of NR3A ligand-binding domain, primary screen, biophysical, differential scanning fluorimetry, uHTS; Tm shift relative to glycine control, % at 25 µM; NR3A LBD differential scanning fluorimetry, Tm shift; 0% = protein alone, 100% = glycine-bound protein; 340,000 compounds, 2.5% hits; Glutamate receptor ionotropic, NMDA 3A (GRIN3A) ligand-binding domain;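 active = melting temperature shift of at least 10% of the positive control shift, at one fixed dose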
* hit, by the source's call; nt = not tested or not shown.

Under each structure – ATG4B inhibitor	SENP6 inh	MPTP inh	hIAP act	SENP1 inh	SENP8 inh	PfGluPho inh	GRIN3A LBD mod
> Cc1cc(C)cc(C(=O)NCc2ccc3c(c2)OCO3)c1
→ 6	-2	-0.5	0.91	1	4	-9	1
> NS(=O)(=O)c1ccc(NNC(=O)c2ccc(Br)o2)c([N+](=O)[O-])c1
→ 10	17	3.7	0.98	0	28	22	-1
> Cc1cccc(C)c1NC(=O)CSc1nnc(CCCCCNC(=O)OC(C)(C)C)o1
→ -5	-8	3.0	1	1	19	-19	0
> COc1ccc(C2CC(c3ccc(F)cc3)=NN2c2ccccc2)cc1OC (stereo not drawn)
→ -4	34	0.5	0.85	-11	-295	33	2
> COc1ccc(CNc2ccccn2)c(O)c1
→ 7	-23	-0.3	0.76	1	10	8	1
> O=C(NNC(=O)c1cccnc1SCc1cccc([N+](=O)[O-])c1)c1cccnc1
→ 4	-16	12	1.4	2	14	3	0
> Cc1nc2cccc(C(=O)NC3CCCCC3)c2o1
→ -1	-9	0.2	0.91	-5	-297	-16	-4
> O=C(NCC1CC1(Cl)Cl)Nc1ccc(Cl)c(Cl)c1 (stereo not drawn)
→ 27	-1	62*	1.1	-2	14	33	4
> CCCN1CCN(C(=O)CCc2nnc3ccc(N4CCN(c5cccc(OC)c5)CC4)nn23)CC1
→ -13	5	-0.6	0.98	1	15	13	0
> CCOC(=O)c1sc(NC(=O)CSc2nnnn2-c2ccccc2)c(C(=O)OCC)c1C
→ -6	4	2.6	1.1	1	30	-15	-4
> O=C(COC(=O)CCc1c[nH]c2ccccc12)Nc1cccc(Cl)c1
→ nt	nt	0.4	nt	3	21	20	nt
> CN(C)CCCN1C(=O)c2cccc3c([N+](=O)[O-])ccc(c23)C1=O
→ -6	nt	0.3	nt	-26	-288	44	-1
> Cc1ccc(NC(=O)c2nc[nH]c2C(=O)N(C)CCO)cc1
→ nt	nt	-0.5	nt	3	-33	2	nt
> COc1ccc(C2c3[nH]c4ccccc4c3C[C@H]3C(=O)N(C)CC(=O)N23)cc1OC (stereo partly drawn)
→ -5	-3	0.0	1.2	-2	4	1	-3
> CCCCC(CC)C(=O)NCCc1ccc(S(N)(=O)=O)cc1 (stereo not drawn)
→ -3	-2	0.4	1	1	17	-8	3
> Cc1noc(NS(=O)(=O)c2ccc(NC(=O)CSc3nc4ccccc4s3)cc2)c1C
→ -15	-12	0.1	0.85	-1	25	-20	9
> Cc1ccccc1OCc1nc2ccccc2c(=O)n1N
→ -5	-4	-2.0	1.1	2	8	2	-4
> COc1ccc(/C(C)=N/NC(=O)CCC(=O)Nc2ccc(Cl)cc2Cl)c(OC)c1
→ -15	5	2.0	1	0	3	1	0
> O=C(O)CCN(CCC(=O)O)c1nnc(SCc2ccccc2)s1
→ -13	-10	-0.5	1.1	2	33	-11	6
> COC(=O)c1ccc(NC(=O)CN2C(=O)CC(C)S(=O)(=O)c3ccccc32)cc1 (stereo not drawn)
→ -9	-22	0.4	1.4	1	8	8	2

Ordered by the number under ATG4B inhibitor (ascending): 4 from the list above
smiles	ATG4B inhibitor	SENP6 inh	MPTP inh	hIAP act	SENP1 inh	PfGluPho inh	GRIN3A LBD mod
CCOC(=O)c1sc(NC(=O)CSc2nnnn2-c2ccccc2)c(C(=O)OCC)c1C	-6	4	2.6	1.1	1	-15	-4
Cc1nc2cccc(C(=O)NC3CCCCC3)c2o1	-1	-9	0.2	0.91	-5	-16	-4
Cc1cc(C)cc(C(=O)NCc2ccc3c(c2)OCO3)c1	6	-2	-0.5	0.91	1	-9	1
O=C(NCC1CC1(Cl)Cl)Nc1ccc(Cl)c(Cl)c1 (stereo not drawn)	27	-1	62*	1.1	-2	33	4

(list continues)
Under each structure – ATG4B inhibitor	SENP6 inh	MPTP inh	hIAP act	SENP1 inh	SENP8 inh	PfGluPho inh	GRIN3A LBD mod
> Cc1nn(C(C)C(=O)NCCCN2CCCC2)c(=O)c2nn(-c3ccccc3)c(C)c12 (stereo not drawn)
→ 0	-8	-1.2	0.88	-7	24	23	-1
> CC(C)OC(=O)Cn1cc(C#N)c2ccccc21
→ 7	2	0.8	1.1	2	9	7	0
> Cn1c(SCC(=O)NCc2ccco2)nnc1-c1cccs1
→ -17	7	1.9	0.91	4	18	0	2
> COc1ccc(N2CCN(C(=O)c3ccc(S(=O)(=O)N4CCOCC4)cc3)CC2)cc1
→ 12	-5	-0.5	1	0	22	8	1
> CC(=Nc1ccccc1)C1=C(O)C(Cc2ccccc2)NC1=O (stereo not drawn)
→ -3	nt	-0.1	nt	1	3	3	-3
> Cc1cccc(C)c1NC(=O)CNC(=O)COC(=O)c1ccc(Cl)s1
→ -6	-6	-0.1	0.92	2	5	1	2
> CCCNCc1cc(Cl)c(OCC)c(Cl)c1
→ 3	-7	-1.3	0.92	0	4	-14	-1
> COc1ccc(NC(C)=O)cc1NC(C)C(=O)Nc1ccc(F)c(F)c1F (stereo not drawn)
→ -10	3	-3.9	1.1	-2	12	-4	-2
> COc1ccc2c(CC(=O)O)cc(=O)oc2c1
→ -5	-7	0.6	0.91	2	-388	-1	0
> CCCCCSc1nc2c(c(=O)[nH]c(=O)n2C)n1CC
→ -11	-6	0.0	0.81	-14	10	31	0
> Cc1ccc(N(C)S(=O)(=O)c2cccc(C(=O)NC3=NCCS3)c2)cc1
→ -16	1	0.6	1.1	3	20	-4	-1
> Cn1c(=O)c2[nH]c(NCCCN3CCOCC3)nc2n(C)c1=O
→ 2	-9	-3.5	1.4	-1	21	20	0
> COCCNC(=O)c1ccc(CS(=O)(=O)c2ccccc2OC)o1
→ -3	-3	-1.4	1.2	0	13	5	0
> COCCOC(=O)C1=C(C)N=C2SCCC(=O)N2C1c1cccs1 (stereo not drawn)
→ -5	-2	0.0	1.1	0	12	-12	0
> CC(C)NC(=O)Nc1ccc2c(c1)C(=O)N([C@H](C)CO)C[C@H](C)[C@@H](CN(C)Cc1ccc(C(F)(F)F)cc1)OCCCC[C@H](C)O2
→ nt	nt	-0.1	nt	0	-6	25	nt
> CCC(O)C1CCN(Cc2cn(Cc3ccccc3)nc2-c2cc3ccccc3o2)CC1 (stereo not drawn)
→ -1	5	-3.6	0.92	-1	9	-4	0
> O=C(CSc1n[nH]c(-c2cccnc2)n1)OC1CCCCC1
→ -11	3	-2.1	0.92	1	3	-10	0
> COc1ccc(CCn2c(Br)nc3c2c(=O)[nH]c(=O)n3C)cc1
→ -5	9	0.1	0.93	2	21	-4	6
> CCc1ccccc1NC(=O)c1onc(C)c1Cl
→ -6	9	-0.3	1.1	1	-3	-10	0
> CCOC(=O)C(C)Oc1ccc(OCc2ccccc2)cc1 (stereo not drawn)
→ 4	-10	1.0	0.97	1	-29	6	2

Other records
Under each structure – ATG4B inhibitor	SENP6 inh	MPTP inh	hIAP act	SENP1 inh	SENP8 inh	PfGluPho inh	GRIN3A LBD mod
> CCN1CCN(C(=O)Cn2nc(C)c3sc4ccccc4c3c2=O)CC1
→ 4	-7	-0.2	0.87	-2	-76	3	0
> Cc1cccc(/C=N/NC(=O)CC(=O)NCCc2ccccc2)c1
→ -6	-19	-2.6	1.3	2	15	55	-1
> O=S1(=O)N=C(N(CCO)/N=C/c2ccccc2)c2ccccc21
→ 2	6	-2.0	0.9	3	-44	-4	-2
> Cc1c(C(=O)NNC(=O)c2csc(N3CCOCC3)n2)cccc1[N+](=O)[O-]
→ -22	1	-2.8	1.5	1	14	3	0
> CCCOC(=O)c1cc(-c2ccc(C=O)o2)ccc1Cl
→ 14	-9	0.3	0.74	-6	-7	20	-3
> COc1cc(C(=O)NCc2ccccc2)ccc1OC(F)F
→ -2	9	1.1	1	1	9	3	5
> COc1ccccc1NS(=O)(=O)c1cc(NC(=O)c2ccncc2)ccc1N1CCCC1
→ -20	-5	-3.2	0.91	-1	0	44	-9
> CCOC(=O)c1nc2ccccc2c(=O)[nH]1
→ 3	-12	-0.2	1.2	-1	19	-10	1
> C=CCN(C(=O)CCC(=O)O)C1CC(=O)N(c2ccc(OC)cc2)C1=O (stereo not drawn)
→ -7	-3	-0.8	0.92	-1	8	-10	2
> COc1ccc(NC(C)=O)cc1S(=O)(=O)NC(Cc1ccccc1)C(=O)NCc1ccccc1C (stereo not drawn)
→ -9	-1	-1.3	0.97	1	9	-5	-3
> CCCc1cc(C(=O)NNC(=S)Nc2cccc(C)c2)cs1
→ -9	79*	16	1.8	0	10	19	-2
> CC(C)[C@H](NC(=O)N1CCn2c1nc1ccccc12)C(=O)NC1CCCCC1
→ 6	-6	-1.4	1.1	1	12	-17	4
> c1ccc(Oc2c3ccccc3nc3ccccc23)cc1
→ -14	-13	nt	1	nt	nt	-7	0
> O=C(Nc1ccc(S(=O)(=O)NCCc2ccccc2)cc1)c1ccco1
→ 5	-1	-0.6	0.89	-2	6	-14	-17
> CC1(C)CC(C#N)(N2CCOCC2)CCO1 (stereo not drawn)
→ -6	-16	3.7	0.93	1	16	-2	0
> Cc1nn(C)c(Cl)c1/C=N/OC(=O)c1ccc(F)cc1
→ -7	8	0.2	0.91	-1	0	11	0
> CCOC(=O)N1CCN(C(=O)c2c(N)no[n+]2[O-])CC1
→ nt	-5	6.4	1.1	0	20	nt	nt
> COc1ccc(NC(=O)C2=C(C)Nc3nc(CCCO)nn3C2c2ccc(OC)c(OC)c2)cc1 (stereo not drawn)
→ -3	-9	0.5	0.87	3	19	5	0
> NS(=O)(=O)c1cccc(C(=O)OCC(=O)NC2CCCc3ccccc32)c1 (stereo not drawn)
→ -4	11	-1.1	1	1	19	-1	1
> COc1ccc(CCn2c(=N)c(S(=O)(=O)c3ccc(Cl)cc3)cc3c(=O)n4ccccc4nc32)cc1
→ -2	-14	-1.6	0.99	-31	-189	-6	1
> Cc1ccc(NC(=O)CSC(C)c2nc3ccccc3c(=O)[nH]2)cc1 (stereo not drawn)
→ 4	-5	-0.7	1.3	3	1	37	-1
> Cc1ccc(NC(=O)CCc2nnc3ccc(N4CCC5(CC4)OCCO5)nn23)nc1
→ -4	-16	1.1	1.1	1	-14	5	6

Compound profiles, from the list above. Screens in order: ATG4B inhibitor, SENP6 inh, MPTP inh, hIAP act, SENP1 inh, SENP8 inh, PfGluPho inh, GRIN3A LBD mod
CCC(O)C1CCN(Cc2cn(Cc3ccccc3)nc2-c2cc3ccccc3o2)CC1 (stereo not drawn) is entered as -1, 5, -3.6, 0.92, -1, 9, -4, 0
COc1ccccc1NS(=O)(=O)c1cc(NC(=O)c2ccncc2)ccc1N1CCCC1 is entered as -20, -5, -3.2, 0.91, -1, 0, 44, -9
